High-throughput results deposited in PubChem by National Center for Advancing Translational Sciences (NCATS).
L3MBTL1 inh: qHTS Assay for the Inhibitors of L3MBTL1. Lethal(3)malignant brain tumor-like protein 1 (Homo sapiens), Q9Y468. AlphaScreen L3MBTL1–H3K9me1 peptide binding. Potency, µM (top dose mostly 57.1 µM), without a hit: top-dose activity, negative = inhibition, hits mostly inhibitors. 230,000 compounds, 0.66% hits. AID 485360, 2010; further: potency means the concentration at half of the fitted maximal effect; on the % scale 0 is the no-effect control and ±100 the full control effect; nearly all actives have a fitted effect of over 60% in size
Target sequence (Q9Y468 whole entry, looked up): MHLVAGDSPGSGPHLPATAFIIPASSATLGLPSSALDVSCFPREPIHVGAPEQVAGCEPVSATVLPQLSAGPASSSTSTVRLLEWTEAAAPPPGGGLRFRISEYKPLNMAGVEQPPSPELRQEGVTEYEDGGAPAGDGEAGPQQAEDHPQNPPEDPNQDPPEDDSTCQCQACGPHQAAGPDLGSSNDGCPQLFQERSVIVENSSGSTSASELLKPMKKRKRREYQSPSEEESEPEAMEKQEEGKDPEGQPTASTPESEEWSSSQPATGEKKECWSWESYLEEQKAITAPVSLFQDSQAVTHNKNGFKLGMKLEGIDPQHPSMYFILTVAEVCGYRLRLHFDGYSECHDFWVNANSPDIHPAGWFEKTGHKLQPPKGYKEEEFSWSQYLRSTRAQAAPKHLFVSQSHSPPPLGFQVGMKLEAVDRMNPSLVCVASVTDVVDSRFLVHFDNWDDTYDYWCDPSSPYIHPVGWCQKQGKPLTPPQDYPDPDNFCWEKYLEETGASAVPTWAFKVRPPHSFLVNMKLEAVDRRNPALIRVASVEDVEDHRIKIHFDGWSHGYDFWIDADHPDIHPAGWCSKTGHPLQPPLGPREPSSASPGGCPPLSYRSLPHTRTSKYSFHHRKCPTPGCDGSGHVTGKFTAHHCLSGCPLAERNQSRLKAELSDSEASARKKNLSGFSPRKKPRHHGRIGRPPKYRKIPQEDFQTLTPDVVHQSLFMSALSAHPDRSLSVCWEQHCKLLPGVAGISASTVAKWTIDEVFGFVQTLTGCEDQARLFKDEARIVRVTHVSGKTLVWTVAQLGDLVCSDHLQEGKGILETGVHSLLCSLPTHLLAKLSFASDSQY
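Displacement of a biotinylated histone H3(1-15) peptide monomethylated at Lys9 (75 nM) from L3MBTL1 (50 nM) was measured by AlphaScreen after a 30 min room-temperature compound incubation; cefsulodin titration served as intraplate control.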
CBFb RUNX1 block: qHTS Assay for Compounds Blocking the Interaction Between CBF-beta and RUNX1 for the Treatment of Acute Myeloid Leukemia. Runt-related transcription factor 1 (Homo sapiens) + Core-binding factor subunit beta …. AlphaScreen CBFb-His/RUNX1-biotin binding, biochemical. Potency, µM (series often up to 59.8 µM), without a hit: at the highest dose activity, negative = inhibition, most hits filed as inhibitors. 230,000 tested, under 10 active. AID 1477, 2009; further: % of control where 0% means no effect
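Interaction loss through any mechanism counts as activity. Pre-formed complex of His-CBF-beta and biotin-RUNX1 (30 nM apiece) is incubated with compound 15 min, then with 50 ng nickel and 50 ng streptavidin beads for 90 min before AlphaScreen detection.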
IMPase Li inh: qHTS Assay for Identifying the Cell-Membrane Permeable IMPase Inhibitors: Potentiation with Lithium | Potency, µM (top dose mostly 59.4 µM), without a hit: at the top dose activity, negative = IMPase inhibition, most hits filed as inhibitors | CHO-M1 cells, IP1 TR-FRET (IP-One), carbachol + lithium | 210,000 compounds, 0.35% hits;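 further: IP1 builds up when IMPase is blocked and the TR-FRET signal falls; potency means the concentration at half of the fitted maximal effect; plate controls were basal vehicle for no effect and high inhibitor control for full effect; nearly all actives have a fitted effect of over 50% in size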
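Lithium-sensitised IP1 accumulation assay; M1-expressing CHO cells treated 30 min at 37C with compound. Competitive antibody detection by time-resolved FRET followed a 10 min room-temperature lysis step.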
Luc counter: Counterscreen for Luciferase (Kinase-Glo TM) Inhibition | Kinase-Glo luciferase, ATP luminescence, 8 min | Luciferin 4-monooxygenase (Photuris pensylvanica), Q27757 | 200,000 compounds, 0.28% hits | Potency, µM (titrated, usually from 38.3 µM), for inactives: top-dose activity change, negative = inhibition, hits mostly inhibitors | AID 1379, 2008; further: potency means the concentration at half of the fitted maximal effect; on the % scale 0 is the no-effect control and ±100 the full control effect; nearly all actives have a fitted effect of over 60% in size
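Luminescence was the read-out, taken after 8-minute incubation at ambient temperature. Luciferase turned over luciferin with 10 uM ATP in imidazole pH 7.2 buffer containing KCl, MgCl2, Tween 20 and BSA.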
HttQ103 aggreg: qHTS Multiplex Assay to Identify Dual Action Probes in a Cell Model of Huntington: Aggregate Formation (GFP) | PC12 HttQ103-GFP aggregates, Acumen cytometry, 40 h | Potency, µM (top dose mostly 46.1 µM), for inactives: at the highest dose activity change, negative = inhibition, usual class: inhibitors | 220,000 compounds, 1.1% hits | AID 1688, 2009; further: potency means the concentration at half of the fitted maximal effect; on the % scale 0 is the no-effect control and ±100 the full control effect; nearly all actives have a fitted effect of over 60% in size
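PC12 cells with ecdysone-inducible HTT exon1 Q103-GFP, induced by 100 nM tebufenozide, given compounds in a concentration series. GFP aggregates (1–25 um, 6 SD above background) counted in lysates by laser-scanning cytometry, 488 nm excitation.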
NPSR antagonist: qHTS Assay for Antagonists of the Neuropeptide S Receptor: cAMP Signal Transduction; Q6W5P4; CHO-NPSR cells, cAMP TR-FRET, antagonist mode; Potency, µM (doses to about 38.3 µM), for the others: top-dose activity change, negative = inhibition, hits mostly inhibitors; 220,000 compounds, 1% hits; further: potency means the concentration at half of the fitted maximal effect; on the % scale 0 is the no-effect control and ±100 the full control effect; nearly all actives have a fitted effect of over 50% in size; many of its hits are not listed in these tables
Epigenetic derep: Quantitative High-Throughput Screen for Regulators of Epigenetic Control. murine LDR cells, GFP reporter derepression, 30 h. Potency, µM (series often up to 53.9 µM), for the others: at the highest dose GFP activation, usual class: activators. 280,000 compounds, 0.2% hits. AID 1865, 2009; further: potency means the concentration at half of the fitted maximal effect; % of control where 0% means no effect; nearly all actives have a fitted effect of over 60% in size
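In this reporter-derepression format, murine cells bearing a silenced integrated CMV-GFP locus incubate with test compound (30 h, 37 C), then are washed and imaged; fluorescent objects of 20–120 um count as induced cells.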
Starred values were filed as active, the others as inactive; ? = inconclusive; . = not tested or not shown; [ ] = dose if it differs, or a comment. The call rests on the fitted dose curve; in most records, active means well fitted curve in the direction sought with a large enough effect; inconclusive means small, poorly fitted or top-dose-only effect, or another doubt; inactive means no such curve, though single readings can be large; an effect the other way counts as inactive or inconclusive. The list is partial; the hit share may differ from the screen's.

entry | canonical_smiles | L3MBTL1 inh | CBFb RUNX1 block | IMPase Li inh | Luc counter | HttQ103 aggreg | NPSR antagonist | Epigenetic derep
1 | CCC(C)/C(C)=N/NC(=O)c1cn(-c2ccccc2)nc1-c1ccccc1 (stereo unspecified) | 4% | -2% | -3% | -1% | 7% | -21% | 1.0%
2 | CCC(=S)/C=C1\Sc2ccccc2N1CCCS(=O)(=O)O | ? | 3% | 14%[38.3 µM] | -2% | 8% | -11%[46.1 µM] | -1.2%
3 | CCN(CC)S(=O)(=O)c1cccc(C(=O)N/N=C(\C)c2cccs2)c1 | 10% | 6% | 11% | -2% | 10% | -2% | -0.5%
4 | O=C(Nc1ccc2oc(Cc3ccc(Cl)cc3)nc2c1)c1cccnc1 | ? | 9% | 8% | 3% | 25% | -10%[46.1 µM] | -1.1%
5 | Cc1ccc(CNC(=O)CN(c2cccc([N+](=O)[O-])c2)S(=O)(=O)c2ccccc2)cc1 | -3% | -5% | 13% | 6% | ? | -15% | -1.0%
6 | O=C(O)CC(NCc1ccco1)C(=O)OCC1CCCO1 (stereo unspecified) | 13% | 2% | -9%[38.3 µM] | 0% | -1% | 8%[46.1 µM] | 8.0%
7 | O=[N+]([O-])c1ccc(OC(F)F)c(/C=N/n2cnnc2)c1 | 5% | -4% | . | . | -2%[9.22 µM] | 2% | 1.1%
8 | Cc1cc(C)cc(-n2c(N)c(C(=O)Nc3c(C)n(C)n(-c4ccccc4)c3=O)c3nc4ccccc4nc32)c1 | -7% | 3% | 18% | -3% | -8% | -17% | ?
9 | CCSC1=NCCN1S(=O)(=O)c1ccc(F)cc1 | . | -1% | 5% | 1% | -10% | 0% | 2.4%
10 | CC(NC(=O)c1cc(-c2ccc(Br)cc2)on1)c1ccccc1 (stereo unspecified) | 2% | 8% | -1%[38.3 µM] | 1% | -12% | -19%[46.1 µM] | -0.9%
11 | O=C(CN1C(=O)c2cccc3cccc1c23)NCc1ccncc1 | 2% | 3% | -2%[38.3 µM] | -1% | ? | -6%[46.1 µM] | 0.0%
12 | O=C1/C(=C/c2ccc([N+](=O)[O-])cc2)CCc2ccccc21 | . | -16% | . | . | -13%[9.22 µM] | 12% | 0.0%
13 | [C-]#[N+]/C(C#N)=C\c1cc(C(C)(C)C)c(O)c(C(C)(C)C)c1 | . | -14% | 19% | 2% | . | . | 1.4%
14 | CCN(CC)CCNC(=O)c1c(C)oc2cc(Br)c(OC)cc12 | 3% | 1% | -10%[38.3 µM] | -5% | -4% | 3%[46.1 µM] | 2.0%
15 | COc1ccccc1NC(=S)N1CCN(c2ncccn2)CC1 | 5%[11.4 µM] | -2% | -1% | 3% | 13% | 10% | -0.1%
16 | O=C(Cn1cc2c(n1)CCCCC2)NCc1ccccc1 | . | -1% | -2%[38.3 µM] | 14% | -3% | -10%[46.1 µM] | 1.4%
17 | C=CCn1c(SCc2csc(C)n2)nc2sc3c(c2c1=O)CCCCC3 | 7% | 10% | 46%[activator][38.3 µM] | 1% | ? | ? | 0.0%
18 | COC(=O)CSc1cnc2ccccc2n1 | . | 3% | -8%[38.3 µM] | 1% | 4% | -4%[46.1 µM] | -3.7%
19 | Cc1ccc(S(=O)(=O)CCC(=O)OCC(=O)NC(N)=O)cc1 | 6% | 3% | . | . | 11%[9.22 µM] | -20% | -0.3%
20 | CC(C(=O)Nc1nc2ccccc2[nH]1)N1C(=O)C2CC=CCC2C1=O (stereo unspecified) | 2% | 2% | 3%[38.3 µM] | 0% | 1% | 12%[46.1 µM] | 0.0%
21 | CCOC(=O)c1ccc(NS(=O)(=O)c2cc(-c3nnnn3C(C)C)ccc2OC)cc1 | -9% | -13% | -12%[38.3 µM] | -1% | 13% | -9%[46.1 µM] | -1.6%
22 | CCOc1ccccc1OC(=O)c1ccco1 | . | 10% | -16%[38.3 µM] | 10% | 15% | -21%[46.1 µM] | -0.7%
23 | O=c1c2cc(NC(=S)NC3CC3)ccc2nc2n1CCCCC2 | 2% | 2% | 2% | -4% | -10% | 10% | 0.2%
24 | O=C(O)c1ccc(B(O)O)cc1 | . | 7% | -3% | -2% | . | . | 1.6%
25 | CCNC(=S)Nc1ccc(C)c(Cl)c1 | -1% | -2% | 2% | -2% | 7% | 2% | 4.6%
26 | COc1cc(C(=O)NCc2nnc(SCC(=O)Nc3ccc4c(c3)OCO4)o2)cc(OC)c1OC | . | 4% | -2% | 0% | 24% | 34% | 6.5%
27 | COc1cccc(NC(=S)N2CCc3cc(OC)c(OC)cc3C2)c1 | -10% | 3% | . | . | 20%[9.22 µM] | -25% | 1.3%
28 | CN1CCN(C(=O)c2ccc(N(C)S(=O)(=O)c3cccs3)cc2)CC1 | . | 6% | 5% | 1% | 3% | 23% | 2.3%
29 | Cc1cc(NC(=O)CCC(=O)N(CC(=O)NC2CCCC2)Cc2ccc3c(c2)OCO3)no1 | 2% | 6% | -9% | -2% | 1%[9.22 µM] | 1% | -1.1%
30 | O=c1oc2ccccc2c(Nc2cccc(O)c2)c1[N+](=O)[O-] | . | 2% | 20%[38.3 µM] | -1% | ? | 2%[46.1 µM] | -1.0%
31 | O=C(NCC(=O)N(c1ccccc1)C(C(=O)NC1CCCCC1)c1ccncc1)c1ccco1 (stereo unspecified) | 1% | 1% | 7%[38.3 µM] | -1% | 7% | -6%[46.1 µM] | 1.9%
32 | COc1ccc(/C(N)=N/OC(=O)c2ccc(C)c([N+](=O)[O-])c2)cc1 | . | -3% | 19%[38.3 µM] | 1% | 29% | -12%[46.1 µM] | 1.6%
33 | COc1ccc(N(C(=O)c2ccccc2)S(=O)(=O)c2cccs2)cc1 | 13% | 10% | 16% | 1% | 22%[9.22 µM] | -34% | -1.9%[10.1 µM]
34 | Cc1ccc(C(=O)N2CCN3C(=O)c4ccccc4C23c2ccccc2)cc1 (stereo unspecified) | 4% | 6% | 6% | . | 0%[9.22 µM] | 9% | -0.2%
35 | Cc1nnc(SCc2cc(=O)[nH]c(N3CCN(Cc4ccccc4)CC3)n2)s1 | -2% | -4% | 12%[38.3 µM] | 3% | -3% | -19%[46.1 µM] | 0.0%
36 | O=S(=O)(c1ccc(-c2nnc(SCc3nnc(-c4ccccc4)o3)o2)cc1)N1CCCC1 | 2% | 2% | 12%[38.3 µM] | -4% | 3% | -8%[46.1 µM] | -1.1%
37 | CS(=O)(=O)N1CCN(c2ccc([N+](=O)[O-])c(N3CCOCC3)c2)CC1 | 5% | -4% | 1%[38.3 µM] | -8% | 13% | -10%[46.1 µM] | 0.0%
38 | CC(C)C(NC(=O)c1ccccc1Br)c1ccccc1 (stereo unspecified) | 0% | 4% | 12% | -3% | -10% | -4% | 1.1%
39 | COc1ccc(C2C(=O)N(CCc3ccccc3)CC(=O)N2C2CCCC2)cc1 (stereo unspecified) | 5% | -2% | 4%[38.3 µM] | -2% | -12% | -26%[46.1 µM] | 0.0%
40 | CC(C)(C)c1cc(C(=O)C[n+]2ccc(C(=O)NCCCO)cc2)cc(C(C)(C)C)c1O | 3% | 5% | . | . | -8%[9.22 µM] | 11% | -0.5%

Random excerpt: 4 records from the list.
entry | canonical_smiles | L3MBTL1 inh | CBFb RUNX1 block | IMPase Li inh | Luc counter | HttQ103 aggreg | NPSR antagonist | Epigenetic derep
27 | COc1cccc(NC(=S)N2CCc3cc(OC)c(OC)cc3C2)c1 | -10% | 3% | . | . | 20%[9.22 µM] | -25% | 1.3%
29 | Cc1cc(NC(=O)CCC(=O)N(CC(=O)NC2CCCC2)Cc2ccc3c(c2)OCO3)no1 | 2% | 6% | -9% | -2% | 1%[9.22 µM] | 1% | -1.1%
33 | COc1ccc(N(C(=O)c2ccccc2)S(=O)(=O)c2cccs2)cc1 | 13% | 10% | 16% | 1% | 22%[9.22 µM] | -34% | -1.9%[10.1 µM]
25 | CCNC(=S)Nc1ccc(C)c(Cl)c1 | -1% | -2% | 2% | -2% | 7% | 2% | 4.6%

(next part)
entry | canonical_smiles | L3MBTL1 inh | CBFb RUNX1 block | IMPase Li inh | Luc counter | HttQ103 aggreg | NPSR antagonist | Epigenetic derep
41 | NC(=S)N/N=C/c1ncc(C(F)(F)F)cc1Cl | ? | ? | . | . | ? | ? | 4µM*
42 | O=C1Nc2ccccc2/C1=N/c1sc2c(c1C(=O)NCCc1ccccc1)CCCC2 | -8% | -6% | -1%[38.3 µM] | -3% | 14% | -14%[46.1 µM] | -1.2%
43 | CC(C)CC(=O)N1CCN(Cc2ccc3c(c2)OCO3)CC1 | . | -3% | 27%[38.3 µM] | 1% | ? | 2%[46.1 µM] | 0.7%
44 | CCSc1nc2c(c(=O)n1-c1ccc(F)cc1)SCC2 | 10% | 0% | 8% | -2% | 8% | ? | 1.0%
45 | Cc1ccc(N(CCC(=O)O)S(=O)(=O)c2ccc(C)cc2)cc1 | 4% | 9% | -8% | 1% | 18% | -3% | -1.0%
46 | Cc1cc(C)n(-c2nncn2NC(=O)c2ccc(Cl)cc2O)n1 | 10% | 1% | 0%[38.3 µM] | 0% | 15% | 18%[46.1 µM] | 0.0%
47 | COc1cccc2cc(S(=O)(=O)c3ccccc3)c(=Nc3ccc4c(c3)OCCO4)oc12 | -2% | 2% | -2% | 3% | 14% | -9% | 2.1%
48 | CC1(C)CC(CCNS(=O)(=O)c2ccccc2)(c2ccccc2)CCO1 (stereo unspecified) | -6% | 17% | 1% | 2% | -3% | -10% | -1.6%
49 | COc1ccc(CN2CCCC(C(=O)c3cccc(C(F)(F)F)c3)C2)cc1O (stereo unspecified) | -7% | 4% | 23% | -1% | 12%[9.22 µM] | 41% | 6.0%
50 | COc1ccccc1CC(=O)Nc1cccc(F)c1 | . | 6% | -5% | 13% | 5% | 26% | 1.5%
51 | COC(=O)c1ccc(Cn2cnc3c(cnn3-c3ccc(F)cc3)c2=O)o1 | 9% | 4% | . | . | -7% | -7%[46.1 µM] | 0.0%

Results in sequence from the entries so far.
Nos. 10–14 in Luc counter, in turn: 1%, -1%, ., 2%, -5%
